# Bioassay records as filed in PubChem BioAssay.
# RXFP1 antagonist: antagonists of human relaxin receptor RXFP1. activity change, negative = inhibition, % at 57.5 µM. HEK293-RXFP1, relaxin-stimulated cAMP HTRF, 30 min; stronger effect = lower value. AID 1259400. Q9HBX9. 0.59% of 350,000 active;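 active means activity change of -60% or lower, but not beyond a set lower limit; inconclusive means change between -60% and -40%, or beyond the set limit; inactive means change above -40%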; further: on the % scale 0 is the no-effect control and ±100 the full control effect
# Target sequence (Q9HBX9 whole entry, looked up): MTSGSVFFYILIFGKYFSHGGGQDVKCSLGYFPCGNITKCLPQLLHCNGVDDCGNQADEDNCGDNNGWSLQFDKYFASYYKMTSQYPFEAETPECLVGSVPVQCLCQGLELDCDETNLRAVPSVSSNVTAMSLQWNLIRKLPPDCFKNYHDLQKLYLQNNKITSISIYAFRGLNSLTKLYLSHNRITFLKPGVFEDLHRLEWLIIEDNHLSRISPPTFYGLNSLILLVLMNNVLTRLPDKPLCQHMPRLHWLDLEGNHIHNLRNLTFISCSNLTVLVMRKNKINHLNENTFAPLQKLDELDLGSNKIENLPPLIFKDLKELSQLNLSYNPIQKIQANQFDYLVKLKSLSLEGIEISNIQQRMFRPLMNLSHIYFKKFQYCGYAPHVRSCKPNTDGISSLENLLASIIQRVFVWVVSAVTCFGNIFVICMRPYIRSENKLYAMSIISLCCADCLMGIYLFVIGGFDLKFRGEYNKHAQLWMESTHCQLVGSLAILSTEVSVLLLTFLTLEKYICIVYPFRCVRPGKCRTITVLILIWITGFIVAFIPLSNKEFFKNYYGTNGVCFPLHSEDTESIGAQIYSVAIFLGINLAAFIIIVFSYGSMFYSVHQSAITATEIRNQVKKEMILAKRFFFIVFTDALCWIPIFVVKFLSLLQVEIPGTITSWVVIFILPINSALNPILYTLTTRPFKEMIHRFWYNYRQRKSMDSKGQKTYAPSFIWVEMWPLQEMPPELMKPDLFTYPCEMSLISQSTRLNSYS
# D1 antag: antagonists of human D1 dopamine receptor; P21728; HEK293 TREx D1 cells, calcium flux, dopamine EC80; stronger effect = lower value; activity change, negative = inhibition, % at 10 µM; 3.2% of 360,000 active; AID 504652; in the data active means activity change below about -30%; further: on the % scale 0 is the no-effect control and ±100 the full control effect
#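 Tetracycline-induced HEK293 Trex D1 cells, force-coupled to calcium, dye-loaded; compounds added and read 180 s, then EC80 dopamine added and calcium flux tracked kinetically another 180 s.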
# D1 potentiator: potentiators of human D1 dopamine receptor; P21728; HEK293 TREx D1 cells, calcium flux, dopamine EC20 potentiation; potentiation, % at 10 µM; 0.036% of 360,000 active; in the data active means potentiation above about 30%; further: 0% is about no effect
# D2 agonist: agonists of human D2 dopamine receptor. activation, % at 2 µM. 0.53% of 340,000 active. P14416. AID 485358. HEK293 T-REx D2 cells, calcium flux agonist mode;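 active means activation over 3 SD above normal in the single-dose calcium agonist read, cut at about 30% in these data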; further: 0% is about no effect
#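 Tetracycline-induced HEK293 Trex cells with D2 receptor force-coupled to calcium signaling, plated overnight at 30 C and loaded with no-wash calcium dye. Calcium flux read kinetically for 180 s after compound addition; responses flag agonists.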
# D1 ag: agonists of human D1 dopamine receptor | HEK293 T-REx D1 cells, calcium flux, agonist mode | activation, % at 2 µM | 1% of 360,000 active | AID 504660; further: 0% is about no effect
#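 Inducible HEK293 T-REx D1 cells, force-coupled to calcium signalling, were plated at 4000 cells/well with tetracycline and held overnight at 30 C. After no-wash calcium dye loading, compound-evoked calcium rise over 180 s flagged agonists.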
# D2 antagonist: antagonizes the human D2 dopamine receptor | P14416 | HEK293 TREx D2 cells, calcium flux, dopamine EC80 | inhibition, % at 10 µM | 2% of 340,000 active | AID 485344; in the data active means inhibition above about 30%; further: 0% is about no effect
#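 In this primary screen, negative modulation is detected by tracking calcium flux after an EC80 dopamine challenge in inducible HEK293 T-REx D2 cells preexposed to test compound for 180 s.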
# TRHR agonist: agonists of human TRH receptor; P34981; TRHR cells, calcium flux fluo-8, FDSS agonist mode; 0.18% of 360,000 active; AID 493084; activation, % at 2 µM; further: 0% is about no effect
#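 Steps: seed TRHR cells overnight; add fluo-8 no-wash Ca dye, RT 30 min–1.5 h; record 10 s baseline; pin-transfer compounds; monitor fluorescence 1 cycle/s for the agonist window. Calcium increases flag candidate agonists.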
# TRHR PAM: TRH receptor (human) allosteric enhancement; P34981; TRHR cells, fluo-8 calcium fluorescence, EC20 TRH enhancement; enhancement, % at 2 µM; 0.66% of 360,000 active; AID 493056; in the data active means enhancement above about 30%; further: 0% is about no effect
#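 Enhancer read-out: after compound pinning and an initial kinetic agonist-mode read, an EC20 of TRH (10 nM final) was injected and fluo-8 calcium signal (Ex 480/Em 530) followed at 1 s/cycle for 100 cycles in TRHR-expressing cells.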
# D2 potentiator: positive allosteric modulators of human D2 dopamine receptor | P14416 | HEK293 T-REx D2, calcium flux, EC20 dopamine potentiation | 0.34% of 340,000 active | potentiation, % at 10 µM;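 active means potentiation over 3 SD above the plate norm, cut at about 30% in these data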; further: 0% is about no effect
#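 Calcium flux readout, no-wash dye, 1 read/s. Inducible HEK293 Trex D2 line, overnight 30 C. Compound alone 180 s (agonist flags), then EC20 dopamine, another 180 s to score potentiation.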
# An asterisk follows results filed as active; u = inconclusive; x = not tested or not shown; & = joins results of further samples. Unless noted, no stated cut-off is given here; in the data, active means activation above about 30%; inactive means the rest.
SMILES,RXFP1 antagonist,D1 antag,D1 potentiator,D2 agonist,D1 ag,D2 antagonist,TRHR agonist,TRHR PAM,D2 potentiator
CCOC(=O)/C(C(N)=NCC(C)C)=C(/O)c1ccccc1,-5,-4,-7,0.1,0,-3,0.0,6,6
CCOC(=O)C(C)Oc1cccc2c(=O)n(CC(=O)NCCc3ccccc3)ccc12 (stereo not drawn),1,6,5,-0.3,1,-8,-0.3,-7,5
COc1ccc(-c2nn3c(=O)cc(CN4CCN(C(=O)c5ccc(C(C)(C)C)cc5)CC4)nc3s2)cc1,x,-8,-1,0.3,-1,x,0.0,-12,5
CSCCC(NC(=O)c1ccccc1)C(=O)NCCc1ccccc1 (stereo not drawn),-11,5,1,-1.8,9,5,-2.2,9,13
O=C(CCNS(=O)(=O)c1ccc(Br)s1)N1CCN(c2ccccc2)CC1,5,-23,-4,-0.1,4,11,-0.8,13,-6
CC(C)CNC(=S)NC1CC2CCCC(C1)N2Cc1cccs1 (stereo not drawn),-17,3,-8,0.5,24,3,-0.7,9,11
O=S1(=O)CC=C(CSc2nc3ccccc3[nH]2)C1,2,3,-9,1.7,2,16,-0.3,-5,2
CCOCCCNc1nc2c(c(=O)n(C)c(=O)n2C)n1CCCc1ccccc1,-3,-9,-8,-0.3,3,-1,-2.5,-1,-12
Cc1sc(NC(=O)C2c3ccccc3Oc3ccccc32)c(C(=O)OC(C)C)c1C,x,7,0,-0.2,2,x,1.3,-11,6
Cc1ccc(CN2CCCn3nc(C(=O)NC(C)C)cc3C2=O)cc1,-18,-2,1,-0.4,-1,x,-1.4,-2,1
COc1ccc(NC(=O)COC(=O)[C@@H]2CCCN2C(=O)c2cccs2)c(OC)c1,-3,-20,-6,5.1,-3,12,-0.8,0,7
Cn1c(=O)c2c(C(=O)O)cc(-c3ccccc3)nc2n(Cc2ccccc2)c1=O,2,-6,6,0.1,5,-9,1.1,18,4

# Complete entries, looked up by structure. Screens in order: RXFP1 antagonist, D1 antag, D1 potentiator, D2 agonist, D1 ag, D2 antagonist, TRHR agonist, TRHR PAM, D2 potentiator
# COc1ccc(NC(=O)COC(=O)[C@@H]2CCCN2C(=O)c2cccs2)c(OC)c1 across the screens: -3, -20, -6, 5.1, -3, 12, -0.8, 0, 7
# CSCCC(NC(=O)c1ccccc1)C(=O)NCCc1ccccc1 (stereo not drawn) across the screens: -11, 5, 1, -1.8, 9, 5, -2.2, 9, 13
# Cc1ccc(CN2CCCn3nc(C(=O)NC(C)C)cc3C2=O)cc1 across the screens: -18, -2, 1, -0.4, -1, x, -1.4, -2, 1
# CCOCCCNc1nc2c(c(=O)n(C)c(=O)n2C)n1CCCc1ccccc1 across the screens: -3, -9, -8, -0.3, 3, -1, -2.5, -1, -12
# CCOC(=O)C(C)Oc1cccc2c(=O)n(CC(=O)NCCc3ccccc3)ccc12 (stereo not drawn) across the screens: 1, 6, 5, -0.3, 1, -8, -0.3, -7, 5

# Next entries follow:
SMILES,RXFP1 antagonist,D1 antag,D1 potentiator,D2 agonist,D1 ag,D2 antagonist,TRHR agonist,TRHR PAM,D2 potentiator
Cc1nc2ccccn2c1C(=O)/C=C/c1cccc([N+](=O)[O-])c1,0,4,1,2.1,4,3,-0.1,-3,-2
CC1CC(C)CN(S(=O)(=O)c2ccc(NC(=O)C3CSC4(C)CCC(=O)N34)cc2)C1 (stereo not drawn),-23,-8,-1,-0.4,3,-11,-1.0,2,30*
CCN(Cc1ccccc1)C(=O)C(=O)c1cn(CC(=O)N2CCCC2)c2ccccc12,4,1,2,0.9,-1,-12,-0.7,0,11
CCN(CC(=O)Nc1ccc(N2CCOCC2)cc1)Cc1nc2ccccc2c(=O)[nH]1,3,-7,-11,1.2,3,13,-0.8,-1,-14
COc1ccc(/C=C2/SC(=S)N(NS(=O)(=O)c3ccc(C)cc3)C2=O)cc1,u,-47*,x,1.6,6,-1,-1.4,8,0
Cc1ccc(C(=O)N2CCN(c3ccc(NC(=O)CSc4ccc(Cl)cc4)cc3)CC2)cc1,-4,0,2,-1.5,0,-3,-0.9,-2,-5
CCSc1nc2sc3c(c2c(=O)n1CC)CCC3,-6,14,11,-2.2,1,-7,-1.3,1,12
Cc1c(C(C)NC(=O)c2cc(COc3cccc4cnccc34)on2)cnn1C (stereo not drawn),-1,-22,-8,-1.7,15,2,0.2,-5,-6
Cc1ccc(C(=O)Nc2cccc(C(=O)N3CCOCC3)c2)cc1,-1,3,-2,0.7,0,3,0.1,3,2
CCc1ccccc1NC(=O)CCS(=O)(=O)c1ccc2c(c1)CCCN2C(C)=O,3,8,2,-0.3,2,-6,-0.3,2,6
COc1ccc(C(=O)NC(=S)NNC(=O)c2ccncc2)cc1Br,2,3,-5,0.7,-1,-24,-0.4,5,1
CCOc1cc(C)nc(N2CCC(C(=O)Nc3ccccc3OCC)CC2)n1,-13,6,1,-0.5,1,-10,-0.3,2,10
CCCn1c(=N)c(C(=O)NCc2cccnc2)cc2c(=O)n3cc(C)ccc3nc21,x,-6,-1,-0.6,7,x,-0.2,-5,2
COC(=O)c1nc(-c2ccc(C)cc2)oc1N(C)C,4,21,3,-0.3,6,-13,-0.8,-6,6
COc1ccc(S(=O)(=O)NNC(=O)C23CC4CC(CC(C4)C2)C3)cc1[N+](=O)[O-],-5,-12,-5,-0.2,3,-6,0.2,-7,-4
CN1CCN(S(=O)(=O)c2cccc(C(=O)N3CCc4ccccc43)c2)CC1,10,0,-3,0.2,0,8,-0.5,-5,0
COC(=O)c1ccc(C(=O)OC)c(NC(=O)N2CC3CCCN3c3ccccc32)c1 (stereo not drawn),-15,-18,-3,-0.2,1,x,-0.1,-6,13
CCOc1cc(C(=O)Nc2cccnc2)cc(OCC)c1OCC,1,-8,-3,1.1,6,5,-0.2,-1,3
CC(=O)Oc1ccc(OC(C)=O)c(S(=O)(=O)c2ccc(C)c(C)c2)c1,8,20,-7,x,2,x,-0.8,-3,x
Cc1ccc(S(=O)(=O)N2CCCCCC2)cc1C(=O)Nc1cccnc1,-3,3,5,-0.6,1,-8,-1.4,-2,9
CCNc1oc(COc2cccc(C)c2)nc1C#N,-12,1,-1,0.0,1,-8,-2.5,9,-9
CCCC(C)NC(=O)c1c2c(nc3ccccc13)CCC2 (stereo not drawn),7,4,-4,1.7,5,-8,0.3,-4,-2
COc1ccc(N2CCN(c3nc4ccc(C)cn4c(=O)c3C=O)CC2)cc1,8,x,-2,4.7,1,-18,-0.4,-2,3
Nc1n[nH]c(-c2ccccc2)n1,1,16,-11,0.0,0,-19,0.8,2,-10

# Random excerpt: 2 entries already listed.
SMILES,RXFP1 antagonist,D1 antag,D1 potentiator,D2 agonist,D1 ag,D2 antagonist,TRHR agonist,TRHR PAM,D2 potentiator
COC(=O)c1ccc(C(=O)OC)c(NC(=O)N2CC3CCCN3c3ccccc32)c1 (stereo not drawn),-15,-18,-3,-0.2,1,x,-0.1,-6,13
Cc1ccc(S(=O)(=O)N2CCCCCC2)cc1C(=O)Nc1cccnc1,-3,3,5,-0.6,1,-8,-1.4,-2,9

# New compounds follow.
SMILES,RXFP1 antagonist,D1 antag,D1 potentiator,D2 agonist,D1 ag,D2 antagonist,TRHR agonist,TRHR PAM,D2 potentiator
C=CCn1c(SCC(=O)NC2CC2)nnc1-c1cccc(OC)c1,9,8,3,-0.4,1,-5,-0.4,5,2
CC(=O)c1cccc(Nc2cc(C)nc3ccccc23)c1,-8,-15,3,-1.2,2,-2,-0.6,3,-9
Cc1[nH]ccc(=O)c1OCc1ccc(Cl)cc1,0,-24,-3,x,2,x,0.3,-5,-1
O=C1CSC(c2ccccc2F)N1c1ccccc1F (stereo not drawn),-2,-3,-2,-0.5,1,-18,-0.3,4,9
CCOC(=O)c1cnc2sccn2c1=O,-24,6,-4,-0.2,2,1,0.3,7,-2
Cc1cccc(C)c1NC(=O)CNC(=O)c1ccc(COc2ccccc2)cc1,-7,2,2,-0.2,3,9,0.8,1,13
Cc1ccc(S(=O)(=O)N/N=C\c2cccnc2)cc1,-5,13,-5,-0.3,0,35*,-0.4,0,-1
CCOc1ccc(N2C(=O)CC(NC3CCCCNC3=O)C2=O)cc1 (stereo not drawn),-4,-10,4,-0.3,1,45*,0.2,-2,-6
COCCCNC(=O)c1ccc(Cn2c(=O)c3ccccc3n(CC(=O)Nc3c(C)cccc3C)c2=O)cc1,x,-12,-1,0.0,-1,x,0.5,-7,x
O=C(NCC1CCCO1)c1ccc2c(=O)n(Cc3cccc(Br)c3)c(=S)[nH]c2c1 (stereo not drawn),-16,1,-3,1.8,4,6,0.0,-9,-3
COc1ccc(OC)c(NC(=O)N2CCC(CN3CCCCC3)CC2)c1,-11,9,1,1.2,1,x,0.5,15,-1
COC(=O)c1ccc(C(NC(=O)c2cccnc2)NC(=O)c2cccnc2)cc1,1,-17,-5,0.7,2,1,0.3,-1,1
CC(=O)Nc1cc2c3c(c1)CC(=O)N3CCC2,10,-15,-4,1.4,0,16,0.2,2,8
Cc1ccc(NC2OC(CO)C(O)C2O)cc1[N+](=O)[O-] (stereo not drawn),-5,-11,-6,1.4,3,5,0.5,2,5
COc1ccc(NC(=O)COc2ccc(C(=O)NC3CCCc4ccccc43)cc2OC)cc1 (stereo not drawn),-8,15,5,-1.5,6,-2,-1.1,9,36*
COc1ccccc1-c1nc(=S)c(C(C)=O)c(C)[nH]1,6,-12,1,1.1,1,-11,0.5,-4,2
COc1ccc(-c2nc3sc(CCNC(=O)c4ccco4)c(C)n3n2)cc1,x,x,2,-0.8,-3,x,0.1,13,3
CCCCC(c1nnnn1CS(=O)(=O)c1ccc(C)cc1)N1CCN(C)CC1 (stereo not drawn),-13,6,-3,2.3,13,-5,1.8,-6,-2
N#CCC(=O)N/N=C/c1cc([N+](=O)[O-])ccc1N1CCOCC1,-2,-18,-1,0.2,4,-12,0.1,-2,-1
O=C(c1noc2c1CCCC2)N1CCC(CO)(Cc2ccccc2Cl)CC1,-3,11,-4,-0.1,3,0,-0.1,-7,-12
CCOc1cccc(C(=O)Nc2ccc3oc(-c4cccnc4)nc3c2)c1,-1&-11,-1&-4,8&2,-0.8&-0.6,-1&0,-13,-0.6&-0.2,0&-3,6&6
CCOc1ccc(N2C(=O)CC(N(CCc3ccc(OC)c(OC)c3)C(=S)Nc3ccccc3)C2=O)cc1 (stereo not drawn),-11,10,6,-0.4,5,1,-0.3,0,-7
O=C(CSc1nc2ccccc2c(=O)n1-c1ccc(F)cc1F)Nc1ccc(N2CCOCC2)cc1,1,-2,-2,1.3,2,-17,0.3,2,13
CCOC(=O)c1cc2c(=O)n3cccc(C)c3nc2n(CCOC)c1=NC(C)=O,3,6,1,0.2,1,0,-0.2,-5,1
COCCCn1c(SCc2nc3ccccc3c(=O)[nH]2)nc2ccccc2c1=O,-13,x,-3,0.5,-2,-1,0.3,-2,-9
O=C(c1cccc(F)c1)N1CCN(S(=O)(=O)c2ccccc2)CC1,8,-8,-9,-0.7,-1,-16,-0.1,0,1
CC(Sc1nnc(-c2ccco2)n1N)C(=O)NCC1CCCO1 (stereo not drawn),0,-14,-3,0.9,1,3,0.0,-2,9
Cc1ccc(NC(=O)CN2C(=O)c3ccccc3C2=O)nc1,7,-21,-8,0.4,3,-8,0.0,1,-6
CCc1cccc(NC(=O)Cn2nc(-c3ccc(OC)cc3)ccc2=O)c1,1,-2,0,0.9,3,x,-0.1,-4,-8
